ELG1 repair inh: blocks ELG1-dependent DNA repair in HEK293T cells; HEK293T ELG1-luciferase reporter, luminescence, 16 h; DNA damage induced by 5-fluorouridine; Potency, µM (doses to about 46.1 µM), without a hit: at the highest dose activity change, negative = inhibition, hits mostly inhibitors; 330,000 tested, 2.3% active; AID 504467; note: potency is the fitted concentration of half-maximal effect; % is set by controls: 0 for no effect and ±100 for the full control effect; nearly all actives have a fitted effect of over 55% in size
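Step one: seed 2,000 cells per well. Step two: pin-transfer compound or DMSO alongside 5-fluorouridine. Step three: incubate 16 hr, 37 °C, 5% CO2. Step four: add ONE-Glo, wait 30 min, read luminescence.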
RORgamma inh: blocks mouse ROR gamma transcriptional activity; P51450; Drosophila S2 Gal4-RORgamma UAS-luciferase reporter, 20 h; Potency, µM (titrated, usually from 53.6 µM), for inactives: at the top dose activity change, negative = inhibition, usual class: inhibitors; 310,000 tested, 5.4% active; AID 2551; note: potency is the fitted concentration of half-maximal effect; % is set by controls: 0 for no effect and ±100 for the full control effect; nearly all actives have a fitted effect of over 60% in size
Target sequence (P51450 whole entry, looked up, the tested form may be a part): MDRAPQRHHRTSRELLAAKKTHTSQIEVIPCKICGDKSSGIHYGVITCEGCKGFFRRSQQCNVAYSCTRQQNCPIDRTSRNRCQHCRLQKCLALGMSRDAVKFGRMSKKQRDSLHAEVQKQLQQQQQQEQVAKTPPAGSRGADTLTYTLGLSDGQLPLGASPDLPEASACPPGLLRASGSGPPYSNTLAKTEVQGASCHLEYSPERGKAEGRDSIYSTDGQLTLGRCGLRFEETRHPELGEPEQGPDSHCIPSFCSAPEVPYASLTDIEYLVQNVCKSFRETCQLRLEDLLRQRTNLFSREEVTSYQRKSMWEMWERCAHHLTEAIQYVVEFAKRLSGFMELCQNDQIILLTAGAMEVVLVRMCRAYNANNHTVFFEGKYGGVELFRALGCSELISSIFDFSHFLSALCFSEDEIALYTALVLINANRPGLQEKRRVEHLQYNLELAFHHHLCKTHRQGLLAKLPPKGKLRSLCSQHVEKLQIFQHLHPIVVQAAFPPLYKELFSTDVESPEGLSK
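Stably transfected Drosophila Schneider cells are the test system, with ROR gamma fused to Gal4 and luciferase under UAS control; luminescence is read after 20 hr of 700 uM copper sulfate induction at ambient temperature.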
Tb PFK inh: inhibitors of T. brucei phosphofructokinase; O15648; T. brucei PFK, ADP-Glo luminescence; Potency, µM (series often up to 57.5 µM), inactives show top-dose activity, negative = inhibition, most hits filed as inhibitors; 330,000 tested, 0.17% active;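 note: potency is the fitted concentration of half-maximal effect; 0% = uninhibited 1x PFK enzyme wells and -100% = no-enzyme wells; nearly all actives have a fitted effect of over 60% in size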
Target sequence (O15648 whole entry, looked up): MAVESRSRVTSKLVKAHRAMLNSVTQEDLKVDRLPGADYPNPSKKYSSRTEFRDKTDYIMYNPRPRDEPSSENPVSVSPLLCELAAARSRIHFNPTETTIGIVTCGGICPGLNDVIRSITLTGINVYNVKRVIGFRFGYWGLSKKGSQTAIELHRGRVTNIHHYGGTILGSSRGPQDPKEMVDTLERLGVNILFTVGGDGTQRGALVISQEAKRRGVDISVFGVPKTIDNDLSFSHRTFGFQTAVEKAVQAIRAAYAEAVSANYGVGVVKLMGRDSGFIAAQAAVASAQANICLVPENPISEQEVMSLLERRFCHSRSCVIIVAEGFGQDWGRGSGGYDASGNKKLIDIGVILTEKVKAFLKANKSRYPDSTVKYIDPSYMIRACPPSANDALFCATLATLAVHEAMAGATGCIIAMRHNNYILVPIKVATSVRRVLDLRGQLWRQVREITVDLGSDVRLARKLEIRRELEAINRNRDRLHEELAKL
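ADP-Glo luminescence quantified ADP after 45 min at room temperature, with 1.25 nM T. brucei PFK, 0.1 mM ATP and 0.5 mM fructose-6-phosphate in pH 8.0 TEA buffer. qHTS titrations up to 57 µM; curves classified by quality.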
NPC1 promoter act: NPC1 promoter activation. Potency, µM (highest dose often 9.22 µM), for the others: at the highest dose activation, actives largely listed as activators. Huh7 NPC1 promoter luciferase reporter, 24 h. 320,000 tested, 2.4% active. AID 485313;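 note: potency is the fitted concentration of half-maximal effect; % of control where 0% means no effect; nearly all actives have a fitted effect of over 60% in size; reporter is driven by a mutant NPC1 promoter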
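Huh7 cells stably carrying NPC1 promoter–luciferase, plated in Opti-MEM with 10% FBS for 2 h, were exposed to compound in DMSO for 24 h at 37 °C; luciferase reagent was added for 10 min and luminescence read.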
ELG1 genotox: genotoxicity induction in ELG1-luciferase HEK293T cells | 330,000 tested, 1.3% active | Potency, µM (doses to about 46 µM), for the others: top-dose activity change, positive = activation, usual class: activators | HEK293T ELG1-luciferase reporter, luminescence, 16 h; note: potency is the fitted concentration of half-maximal effect; % of control where 0% means no effect; nearly all actives have a fitted effect of over 60% in size
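Reporter readout depends on ELG1 protein level, which increases with genetic stress. After 16 hr compound exposure at 37 °C, luciferase activity was quantified using ONE-Glo.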
VP16 counter: Gal4-VP16 reporter inhibition counter-screen | Drosophila S2 Gal4-VP16 UAS-luciferase, luminescence, 20 h | Potency, µM (top dose mostly 53.6 µM), for the others: at the top dose activity, negative = inhibition, most hits filed as inhibitors | 310,000 tested, 3.5% active;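 note: Gal4-VP16 expression switched on by copper sulfate through the metallothionein promoter; potency is the fitted concentration of half-maximal effect; % is set by controls: 0 for no effect and ±100 for the full control effect; nearly all actives have a fitted effect of over 50% in size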
p53 reactivator: restores transcriptional activity of mutant p53; H1299 p53-A138V BP100-luciferase reporter, luminescence, 24 h; Potency, µM (top dose mostly 92.2 µM), for the others: at the highest dose activity change, positive = activation, most hits filed as activators; 320,000 tested, 0.063% active; note: potency is the fitted concentration of half-maximal effect; % of control where 0% means no effect; nearly all actives have a fitted effect of over 45% in size
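H1299 (p53-null), stable ts p53-A138V + BP100-Luc; 1000 cells/well, Opti-MEM/10% FBS; cpd 4 pt, 1:5; 24 h, 37 deg C, 5% CO2; detection reagent 10 min RT; luminescence.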
FLuc counter: counter-screen for miR-21 project: firefly luciferase inhibitors or activators | purified FLuc, Km substrates, luminescence inhibition | Potency, µM (doses to about 57.5 µM), without a hit: at the top dose activity change, negative = inhibition, actives largely listed as inhibitors | 360,000 tested, 6.9% active;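 note: potency is the fitted concentration of half-maximal effect; plate controls were vehicle for no effect and reference inhibitor for full effect; nearly all actives have a fitted effect of over 55% in size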
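Biochemical qHTS of compounds, final roughly 60 µM downward over six points, against 10 nM purified firefly luciferase using Km concentrations of substrates (10 uM D-luciferin, 10 uM ATP) in Tris acetate pH 7.5 buffer; luminescence output.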
TRPV1 ag: activates the human vanilloid receptor TRPV1; AID 540275; activation, % at 8.33 µM; TRPV1-expressing cells, Fluo-8 calcium influx, agonist mode; 320,000 tested, 0.19% active; in the data active = activation above about 80%; inconclusive = between about 30% and that limit; note: 0% is about no effect
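Cells expressing TRPV1 were dye-loaded with Fluo-8 and read kinetically: 10 s baseline, 3 min after compound (agonist portion), then 2 min after EC20 capsaicin (allosteric enhancer portion). Calcium-bound dye fluorescence at 480/520 nm.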
BRCA1 expr up: activators of BRCA1 expression. Potency, µM (titrated, usually from 46.1 µM), inactives show at the top dose activation, hits mostly activators. 380,000 tested, 1.1% active. AID 624202. MCF7-BRCA1-FFLuc reporter, luminescence, 48 h; response scale: scaled: vehicle 0%, 10 µM genistein 100%; note: potency is the fitted concentration of half-maximal effect; nearly all actives have a fitted effect of over 80% in size; some results filed as inactive show a strong effect at the top dose
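MCF7 cells carrying a BRCA1-firefly luciferase reporter (2000 cells/well, phenol-red free MEM) were attached for 2 h at 37 °C, then given compounds for 48 h. Luminescence was read 15 min after luciferase reagent; activity normalized to genistein (10 microM) and DMSO.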
Rab9 promoter act: activates the Rab9 promoter | AID 485297 | Potency, µM (highest dose often 9.22 µM), for inactives: top-dose activation, negative = inhibition, hits mostly activators | Huh7 Rab9 promoter-luciferase reporter, luminescence, 24 h | 320,000 tested, 2.8% active; note: potency is the fitted concentration of half-maximal effect; % of control where 0% means no effect; nearly all actives have a fitted effect of over 60% in size
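Luminescence read-out: Huh7 cells stably expressing Rab9-luciferase, treated 24 h with compound at 37 °C, then lysed with luciferase reagent for 10 min at ambient before reading.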
Starred values were filed as active, the others as inactive; ? = inconclusive; . = not tested or not shown; & = joins results of further samples. Unless noted, calls come from the whole dose curve; as a rule, active = well fitted curve in the direction sought with a large enough effect; inconclusive = small, poorly fitted or top-dose-only effect, or another doubt; inactive = no such curve, though single readings can be large; an effect the other way counts as inactive or inconclusive.

SMILES	ELG1 repair inh	RORgamma inh	Tb PFK inh	NPC1 promoter act	ELG1 genotox	VP16 counter	p53 reactivator	FLuc counter	TRPV1 ag	BRCA1 expr up	Rab9 promoter act
COc1ccc(CCNC(=O)CC(c2ccccc2)c2cccc(C)c2O)cc1OC (centres undefined)	?	31%	0%	1%	-14%	-7%	-2%	6%	26	-31%	3%
CCCOc1ccc(N/C=C/C(=O)c2cc(OC)c(OC)c(OC)c2)cc1	?	17%	0%	3%	-2%	-5%	.	?	2	-10%	5%
Nc1c(-c2ccc(Cl)cc2)nnn1-c1ccccc1	?	33%	-8%	3.2µM*	?	?	?	?	?	7.1µM*	2.2µM*
CCOc1ccccc1NC(=O)C1CCN(S(=O)(=O)c2cccc3cccnc23)CC1	?	-19%	1%	-2%	-8%	-1%	1%	-1%	.	.	-1%
COc1ccc(CCC(=O)NC2CCCN(Cc3ccc(Cl)cc3)C2)cc1OC (centres undefined)	-15%	-18%	1%	-5%	-3%	-8%	-5%	-1%	13	-2%	-1%
Cc1cccc(OCCC(=O)Nc2ccc(F)c(F)c2)c1	-1%	10%	-20%	-4%	-3%	-3%	4%	-3%	?	4%	-1%
Cc1sc2nc(C(C)Sc3n[nH]c(N)n3)[nH]c(=O)c2c1C (centres undefined)	11%	35%	1%	-9%	8%	-13%	-4%	?	28	.	0%
CN(C1CCCCC1)S(=O)(=O)c1ccc(SCC(=O)NC(C)(C)C)nc1	-16%	.	-5%	0%	-6%	.	6%	.	?	-19%	-11%
O=C(Nc1ncccn1)C1CCCCC1	4%	-6%	-2%	-5%	-2%	-1%	1%	0%	1	-3%	-13%
CC(=O)n1c2c(c3ccccc31)OC(N)=C(C#N)C2c1ccc(C(C)C)cc1 (centres undefined)	?	-32%	-1%	22%	?	4%	3%	?	?	-27%	25%
O=C(COc1ccc(-c2nnco2)cc1)N1CCN(S(=O)(=O)c2ccc3ccccc3c2)CC1	?	-2%	5%	4%	-1%	6%	-1%	-3%	-2	-39%	3%
CC(C)(C)C(=O)Nc1nc(-c2ccccc2)ns1	?	?	0%	0.5µM*	14%	-9%	?	5.4µM*	13	?	0.63µM*

Reprinted from the part before: three compounds, then new ones.
SMILES	ELG1 repair inh	RORgamma inh	Tb PFK inh	NPC1 promoter act	ELG1 genotox	VP16 counter	p53 reactivator	FLuc counter	TRPV1 ag	BRCA1 expr up	Rab9 promoter act
CC(=O)n1c2c(c3ccccc31)OC(N)=C(C#N)C2c1ccc(C(C)C)cc1 (centres undefined)	?	-32%	-1%	22%	?	4%	3%	?	?	-27%	25%
O=C(COc1ccc(-c2nnco2)cc1)N1CCN(S(=O)(=O)c2ccc3ccccc3c2)CC1	?	-2%	5%	4%	-1%	6%	-1%	-3%	-2	-39%	3%
CC(C)(C)C(=O)Nc1nc(-c2ccccc2)ns1	?	?	0%	0.5µM*	14%	-9%	?	5.4µM*	13	?	0.63µM*
COc1ccccc1C(=O)NCC1CCN(c2ccc(S(=O)(=O)N3CCOCC3)cc2)CC1	?	1%	1%	0%	-14%	10%	?	0%	3	-48%	-9%
O=C(NN1C(=O)NC2(CCCCC2)C1=O)c1ccc(-c2ccc(Cl)cc2)o1	-10%	.	0%	-4%	-4%	.	-14%	-17%	0	-32%	-5%
O=C(NCc1ccc(F)cc1)C(c1cccnc1)N(C(=O)c1csnn1)c1ccccc1 (centres undefined)	9%	-16%	0%	3%	-4%	-11%	1%	-2%	3	-21%	0%
O=C1NC(=Nc2cccc(Cl)c2)SC1Cc1cccc(Cl)c1Cl (centres undefined)	-20%	?	-2%	-2%	-7%	?	-17%	2%	6	-27%	-7%
COc1ccc(/C=N/NS(=O)(=O)c2ccccc2)cc1OC	18µM*	?	1%	-3%	-3%	-23%	0%	-1%	-3	-22%	-4%
COc1ccc(Cl)cc1S(=O)(=O)NCc1cccs1	11%	1%	-1%	0%	-7%	0%	3%	1%	8	-27%	-1%
C=CC[C@@H](CC(=O)N[C@H](CO)Cc1ccccc1)C(=O)N[C@H](C)COC(=O)[C@@H](CC=C)CC(=O)OC(C)(C)C	-2%	.	0%	.	0%	.	-4%	.	.	1%	.
COc1ccc(C(=O)NC2CCN(C(=O)NCc3ccccc3)CC2)cc1	3%	-12%	-1%	1%	5%	9%	-4%	2%	-2	-5%	4%
COc1cccc(C(=O)NC(C)C(c2cccs2)N2CCOCC2)c1 (centres undefined)	5%	40%	-1%	10%	0%	-1%	-2%	1%	5	-8%	0%
CC(Sc1ccccn1)C(=O)NC1CCCC1 (centres undefined)	4%	.	10%	-2%	-3%	.	25%	.	2	-19%	-5%
Cc1sc2ncn(CC(=O)NCCCC(=O)N3CCCCC3)c(=O)c2c1C	-11%	19%	2%	-2%	0%	3%	-3%	3%	-2	0%	0%
O=C1CCN(CCCc2ccccc2)CCN1[C@H](CO)Cc1ccccc1	-17%	-2%	1%	0%	0%	-1%	.	2%	-2	11%	-1%
CCCOc1ccccc1C1NC(=O)NC(C)=C1C(=O)OCc1ccccc1 (centres undefined)	16µM*	1%	-4%	-6%	-12%	?	-8%	-3%	-7	1%	-3%
COc1ccccc1N1CCN(CC(=O)Nc2ccnn2C2CCCC2)CC1	?	.	-5%	-2%	-3%	.	2%	.	-1	-12%	-2%
CCOC(=O)C(Sc1nnc(-c2ccncc2)o1)C(C)=O (centres undefined)	-4%	5µM*	-3%	-2%	-1%	4.5µM*	11%	-1%	0	3%	-4%
N#Cc1ccc(C23CC4(C2)[C@H](CN(Cc2cccnc2)[C@@H]4c2ccccc2)C3c2ccccc2)cc1 (some centres undefined)	?	-8%&-7%	3%	-14%	-1%	-16%&7%	5%	-1%	0	0%	-8%
O=C(Nc1ccncc1)C1CCN(S(=O)(=O)c2ccccc2C(F)(F)F)CC1	?	16%	3%	-2%	-11%	-14%	-14%	-1%	83*	-25%	1%
CCN1CCCC1CNCc1ccc(Cl)cc1Cl (centres undefined)	7%	0%	0%	-1%	-5%	1%	-11%	1%	-3	-5%	-14%
Cc1ccc(NC(=O)/C(=C\c2cccc(Br)c2)NC(=O)c2ccco2)cc1	-2%	11%	0%	2%	-2%	-5%	15%	4%	23	-1%	8%
CCCCCC/C(=N\NS(C)(=O)=O)c1ccccc1	14%	3%	-4%	2%	10%	-10%	-2%	?	-3	-2%	-2%
Cc1ccc(CNC(=O)C2CCC(CNc3c(N4CCOCC4)c(=O)c3=O)CC2)cc1 (centres undefined)	?	-6%	1%	-3%	6%	1%	-2%	0%	.	3%	8%
CC(NC(=O)c1cccnc1)C(c1cccs1)N1CCOCC1 (centres undefined)	16%	-25%	4%	-2%	0%	-7%	5%	3%	-1	-11%	-3%
Cc1ccc(C)c(C(=O)CN2C(=O)NC3(CCCCCC3)C2=O)c1	20%	.	-7%	-3%	0%	.	7%	-3%	5	22%	-5%
CCOc1ccc(NC(=O)NCC2CCN(Cc3ccc(F)cc3)CC2)cc1	-7%	8%	-1%	-3%	-1%	2%	-6%	-3%	1	0%	-7%
Nc1ccc(Oc2c(Cl)cccc2Cl)nc1	-4%	14%	-8%	-5%	0%	0%	-5%	-1%	-1	4%	-4%
O=C1[C@@H]2[C@@H]3C[C@@H]([C@H]4ON=C(c5ccc(Cl)cc5Cl)[C@@H]34)[C@@H]2C(=O)N1C1CCCCC1	-1%	?	0%	-5%	-2%	-1%	8%	-6%	12	-64%	-9%
O=C(c1ccc2c(c1)OCCCO2)c1cccs1	?	-5%	0%	1.1µM*	?	2%	28%	6.7µM*	16	?	2.2µM*
O=C(CNC(=O)c1ccc(Br)o1)NNC(=O)c1ccccc1	23%	.	0%	-5%	3%	.	6%	8%	-1	-23%	2%
Cc1cccc(N2CC(c3nc4ccccc4n3C)CC2=O)c1C (centres undefined)	-2%	1%	-2%	-1%	-2%	6%	-1%	-1%	0	-7%	-2%
Cn1c(=O)n(C)c2cc(NS(=O)(=O)c3ccc(Cl)s3)ccc21	?	-37%	1%	-3%	?	-6%	-3%	-2%	2	-56%	1%
CCOC(=O)N1CCC(NC(=O)CN(c2ccc(C(C)C)cc2)S(=O)(=O)c2c(C)nn(C)c2C)CC1	2%	15%	2%	0%	-1%	-3%	-7%	2%	-4	-11%	1%
Cc1cc2c3c(c1)C1(SCC(=O)N1c1ccc(F)cc1)C(=O)N3C(C)(C)CC2C (centres undefined)	?	-12%	-2%	1%	-6%	-7%	-5%	5%	11	-52%	-3%
CCCCn1c(N)c(N(CC(C)C)C(=O)C2CCN(S(=O)(=O)c3ccc(C)cc3C)CC2)c(=O)[nH]c1=O	-3%	.	3%	3%	-4%	.	4%	2%	-1	-20%	-4%

From PubChem BioAssay
